# Screens from PubChem BioAssay.
# NCOA1 inh: inhibitors of human steroid receptor coactivator 1 (SRC1); 360,000 tested, 0.12% active; AID 588354; HEK293 GAL4-SRC1 luciferase reporter, luminescence; inhibition, % at 3.6 µM; Q15788;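 active = inhibition above the campaign mean plus 3 SD, with each screening campaign given its own cutoff, cut at about 60% in these data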;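 note: 0% = DMSO treated cells and 100% = gossypol at 36 µM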
# MC4R barr agon: agonists of human melanocortin 4 receptor (MC4R) beta-arrestin; P32245; U2OS MC4R beta-arrestin complementation, luminescence; percent of melanotan II response, DMSO zero; activation, % at 8.9 µM; 360,000 tested, 0.98% active; AID 540308;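 active = activation above a per-plate cutoff, the mean activation of sample wells on that plate plus 3 SD, cut at about 8% in these data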
# EBV LMP1 NFkB: inhibitors of Epstein-Barr LMP1-induced NF-kappaB reporter. LMP1-induced NF-kappaB luciferase reporter cells, luminescence. AID 504558. inhibition, % at 12.5 µM. 350,000 tested, 0.69% active; in the data active = inhibition above about 41%;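 note: 0% = neutral control wells and 100% = reference inhibitor control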
# SRC3 inh: human NCOA3 inhibition | HEK293 GAL4-SRC3 luciferase reporter, luminescence | inhibition, % at 3.6 µM | 360,000 tested, 0.17% active;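 active = inhibition above a per-campaign cutoff, the mean of all compounds plus 3 SD, cut at about 60% in these data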;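 note: 0% = DMSO-treated cells and 100% = gossypol-treated cells at 36 µM; higher means less SRC3-driven luciferase light from the GAL4 reporter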
# NR2F2 inh: NR2F2 (human) inhibition, primary screen | P24468 | HEK293T NGFI-A luciferase reporter, luminescence | inhibition, % at 8.6 µM | 370,000 tested, 0.7% active;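 active = inhibition above a per-plate cutoff, mean inhibition of test wells between control levels plus 3 SD, cut at about 38% in these data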;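 note: cells cotransfected with COUP-TFII expression vector driving the NGFI-A reporter; 0% = median of COUP-TF2 test wells and 100% = reporter-only cells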
# LRH-1 inv ag: NR5A2 inverse agonism in reporter assay. HEK293T StAR-luciferase reporter, LRH-1 transfected, 24 h. O00482. AID 602396. 360,000 tested, 0.13% active. inhibition, % at 3.6 µM;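 active = inhibition above the mean inhibition of all tested compounds plus 3 SD, cut at about 73% in these data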;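 note: 0% = DMSO wells and 100% = reporter-only cells lacking LRH-1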
# NCOA2 inhibitor: human SRC2 (NCOA2) inhibition; 370,000 tested, 0.17% active; Q15596; AID 651957; HEK293 GAL4-SRC2 luciferase reporter, luminescence; inhibition, % at 9 µM;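 active = inhibition above the mean inhibition of all tested compounds plus 3 SD, set per campaign, cut at about 52% in these data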;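 note: 0% = DMSO treated cells and 100% = cells given Gossypol at 36 µM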
# ABHD5 PLIN5 PPI: blocks binding of human ABHD5 to perilipin-5. Q00G26+Q8WTS1. Split G. princeps luciferase complementation, luminescence, 4 h. inhibition, % at 4 µM. 360,000 tested, 0.78% active. AID 602281;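 active = inhibition above the mean inhibition across every tested compound plus 3 SD, cut at about 22% in these data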;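 note: 0% = DMSO only wells and the 100% control is not disclosed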
# TLR9-MyD88 block: TLR9-MyD88 interaction inhibition | 340,000 tested, 0.21% active | inhibition, % at 4.98 µM | Q9NR96+Q99836 | CHO BLA complementation TLR9-MyD88, CCF4 FRET ratio | AID 504734;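 active = inhibition above the mean over all tested compounds plus 3 SD, cut at about 21% in these data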;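 note: 0% = DMSO only wells and 100% = clavulanate BLA inhibitor control wells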
# Target sequence (Q99836 whole entry, looked up): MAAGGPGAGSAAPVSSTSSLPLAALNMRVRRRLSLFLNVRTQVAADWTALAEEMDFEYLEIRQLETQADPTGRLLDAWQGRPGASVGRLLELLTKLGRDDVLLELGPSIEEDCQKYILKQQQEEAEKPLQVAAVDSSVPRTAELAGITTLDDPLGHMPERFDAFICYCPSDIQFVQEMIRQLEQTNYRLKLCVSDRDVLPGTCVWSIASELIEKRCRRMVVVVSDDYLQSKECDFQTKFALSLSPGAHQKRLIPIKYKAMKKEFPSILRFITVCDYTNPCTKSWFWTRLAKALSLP
# Target sequence (Q9NR96 whole entry, looked up): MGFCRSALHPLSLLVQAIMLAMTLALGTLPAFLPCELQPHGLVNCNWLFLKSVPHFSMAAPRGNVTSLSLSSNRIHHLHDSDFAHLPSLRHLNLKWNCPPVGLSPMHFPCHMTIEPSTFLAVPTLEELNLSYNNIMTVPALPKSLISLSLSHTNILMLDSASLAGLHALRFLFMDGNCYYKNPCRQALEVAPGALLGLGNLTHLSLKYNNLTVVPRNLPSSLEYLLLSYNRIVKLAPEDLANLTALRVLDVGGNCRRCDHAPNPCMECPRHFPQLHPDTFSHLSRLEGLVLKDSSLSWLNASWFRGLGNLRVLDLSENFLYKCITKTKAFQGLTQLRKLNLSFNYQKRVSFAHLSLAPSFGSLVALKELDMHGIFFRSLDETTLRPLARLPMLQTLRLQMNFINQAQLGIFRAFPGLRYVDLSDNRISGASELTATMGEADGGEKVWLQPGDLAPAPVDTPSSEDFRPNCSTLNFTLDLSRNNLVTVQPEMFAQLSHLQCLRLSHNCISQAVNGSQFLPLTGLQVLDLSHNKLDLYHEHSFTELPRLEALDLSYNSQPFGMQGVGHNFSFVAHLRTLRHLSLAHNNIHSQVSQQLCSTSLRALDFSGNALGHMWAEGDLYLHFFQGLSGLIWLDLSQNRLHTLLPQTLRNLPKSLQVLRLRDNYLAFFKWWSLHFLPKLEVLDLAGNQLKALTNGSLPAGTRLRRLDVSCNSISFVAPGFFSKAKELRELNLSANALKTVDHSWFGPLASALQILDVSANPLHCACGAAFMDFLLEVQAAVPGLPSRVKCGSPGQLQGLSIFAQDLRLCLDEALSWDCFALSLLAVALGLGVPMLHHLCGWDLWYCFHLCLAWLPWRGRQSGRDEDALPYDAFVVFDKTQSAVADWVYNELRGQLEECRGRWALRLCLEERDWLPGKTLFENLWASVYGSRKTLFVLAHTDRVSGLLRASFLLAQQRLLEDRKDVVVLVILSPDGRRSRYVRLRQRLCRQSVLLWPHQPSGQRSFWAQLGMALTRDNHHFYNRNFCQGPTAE
# NOD2-RIPK2 inh: NOD2-RIPK2 protein interaction inhibition; inhibition, % at 4.98 µM; CHO BLA complementation NOD2-RIPK2, CCF4 ratio; O43353; 360,000 tested, 0.38% active; AID 624267; in the data active = inhibition above about 21%;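 note: 0% = vehicle only and 100% = reference blocker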
# MC4R antag cAMP: human MC4R antagonism in cAMP assay. P32245. 360,000 tested, 0.48% active. AID 540295. inhibition, % at 6.5 µM. MC4R-expressing cells, MTII-stimulated cAMP, LANCE TR-FRET;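 active = inhibition above its plate's cutoff, the mean of tested wells on that plate plus 3 SD, cut at about 29% in these data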;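 note: 0% = Melanotan II alone and 100% = Melanotan II plus saturating MCL0020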
#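 System: U2OS cells stably expressing human melanocortin 4 receptor (MC4R). Reagent: Melanotan II challenge after compound preincubation. Doses: 6.5 µM. Times: 30-min compound, 1-h challenge, 1-h detection, room temperature. Measured by: TR-FRET with Eu-cAMP and labeled anti-cAMP, 671 nm. Replicates: singlicate.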
# * = called active by the depositor; . = not tested or not shown. An excerpt; the hit share may differ from the screen's.
[1] O=C(N/N=C/c1ccoc1)c1cc(O)cc(O)c1
[2] O=C(NCC1CCCO1)c1nc2c(nnn2Cc2ccc(F)cc2)c(=O)[nH]1 (stereo not given)
[3] CN1C(=O)c2cccc(NC(=O)C3CCCCC3)c2C1=O
[4] c1ccc2oc(-c3csc(N4CCOCC4)n3)cc2c1
[5] Nc1c(N2CCCCC2)c2ccccc2oc1=O
[6] CCC(=O)N1c2ccc(S(=O)(=O)CCC(=O)NCc3ccc4c(c3)OCO4)cc2CC1C (stereo not given)
[7] C=CCC[C@@H](CCCCC)OC(=O)/C=C/[C@H](O)[C@@H](O)C[C@@H](O)CC=C
[8] c1coc(CNc2c3c(nc4ccccc24)CCC3)c1

entry no.	1	2	3	4	5	6	7	8
NCOA1 inh	-4	-22	4	-79	0	9	.	-15
MC4R barr agon	-3.3	-2.2	1.8	2.6	-1.3	-1.8	.	-0.3
EBV LMP1 NFkB	7	-4	0	38	-5	-2	.	8
SRC3 inh	5	11	5	-65	7	20	.	-13
NR2F2 inh	-18	8	2	-31	-8	19	4	2
LRH-1 inv ag	1	8	12	-138	-7	-10	26	4
NCOA2 inhibitor	-6	-1	-26	-20	4	-15	10	20
ABHD5 PLIN5 PPI	8	3	2	0	-2	-10	-4	19
TLR9-MyD88 block	9	-9	8	-6	2	-3	.	9
NOD2-RIPK2 inh	10	-2	0	-11	-6	-4	-11	-1
MC4R antag cAMP	2	12	12	-6	0	0	.	-3

[9] CCC(C)C(NC(=O)C1CCC(C)CC1)C(=O)NC(C(=O)OC)C(C)C (stereo not given)
[10] COc1ccc(F)cc1-c1cc(C(=O)Nc2ccc(C)c(NS(C)(=O)=O)c2)[nH]n1
[11] CC(C)c1ccc(CN2CCC2(C)C(=O)Nc2cccc(Oc3ccccc3)c2)cc1 (stereo not given)
[12] CC(=O)C1C(c2ccc(C)cc2)c2c(n[nH]c2C)CC1(C)O (stereo not given)
[13] CCCCN(CCCNC(=O)C1CCN(S(=O)(=O)CC)CC1)c1ccccc1
[14] CCSc1ncc(Cl)c(C(=O)Nc2ccccc2F)n1
[15] O=C(Nc1cccc(O)c1)c1cc(S(=O)(=O)N2CCCC2)ccc1Cl
[16] CCNc1nc(-c2cc(C)n(Cc3ccco3)c2C)cs1

entry no.	9	10	11	12	13	14	15	16
NCOA1 inh	-13	0	5	-10	-19	6	2	-7
MC4R barr agon	1.7	0.6	1.1	-0.8	-0.1	-0.5	-1.5	-2.5
EBV LMP1 NFkB	-6	.	.	-6	-3	-28	0	-1
SRC3 inh	8	6	-31	-10	12	-2	-4	-2
NR2F2 inh	4	35	-1	-17	-17	17	17	15
LRH-1 inv ag	5	4	15	2	-14	8	14	11
NCOA2 inhibitor	4	-13	-3	-16	8	-42	11	-20
ABHD5 PLIN5 PPI	8	4	-11	-1	-11	-3	14	9
TLR9-MyD88 block	-4	.	.	-2	-3	6	6	-3
NOD2-RIPK2 inh	-4	-13	0	-2	2	6	2	9
MC4R antag cAMP	-5	20	5	8	3	0	-1	2

[17] Cc1ccc(O)c(C(=O)c2cnc3c(c2)c(-c2ccc(F)cc2)c(C#N)c(=O)n3C)c1
[18] CC1=NN(C(=O)c2ccccc2-n2cccc2)C(O)(C(F)(F)F)C1 (stereo not given)
[19] Cc1ccc(NC(=O)c2ccc(NCC3CCCO3)c([N+](=O)[O-])c2)cc1Cl (stereo not given)
[20] CC1CN(C2=NC(=O)/C(=C/c3ccncc3)S2)CC(C)O1 (stereo not given)
[21] Cc1sc2nc(COC(=O)CNC(=O)c3ccc(C(C)(C)C)cc3)[nH]c(=O)c2c1C
[22] CCn1cc(CCC(=O)NCCc2ccccc2)c2ccccc21
[23] COc1ccccc1N1CCN(C(=O)C(=O)c2cn(CC(=O)N3CCCC3)c3ccccc23)CC1
[24] CCn1cc(C2=NC(C)(C)CO2)c2ccccc21

entry no.	17	18	19	20	21	22	23	24
NCOA1 inh	4	10	1	3	-25	-85	10	-14
MC4R barr agon	-1.5	0.2	34*	1.3	-1.1	0.0	-0.7	-0.9
EBV LMP1 NFkB	8	-3	-6	3	-2	2	-20	-17
SRC3 inh	15	10	5	17	-9	-12	-5	2
NR2F2 inh	-4	-12	0	12	4	11	3	2
LRH-1 inv ag	5	11	4	-2	-8	4	6	-1
NCOA2 inhibitor	11	-20	14	4	-15	-6	0	-6
ABHD5 PLIN5 PPI	5	4	-6	6	-2	0	-3	0
TLR9-MyD88 block	-3	-2	-5	-1	-2	-11	0	-14
NOD2-RIPK2 inh	-11	-11	-4	-2	1	-15	-8	1
MC4R antag cAMP	18	6	-2	-2	-5	12	0	1

[25] CNC(=O)c1cc2ccc(OC)cc2oc1=O
[26] CN(C)C(CNC(=O)c1cccs1)c1ccco1 (stereo not given)
[27] O=C(O)c1cccc(Cn2c(Cl)c(/C=N/NC(=O)c3cc4ccccc4cc3O)sc2=O)c1
[28] CCCCNC(=O)C1CCN(Cc2ccc(OCc3ccccc3)cc2)CC1
[29] COc1ccc(C(=O)OCC(=O)NC(=O)NCc2ccccc2)cc1[N+](=O)[O-]
[30] Cc1ccc(S(=O)(=O)c2c(C)cc(C)nc2N2CCCCC2)cc1
[31] CC1C(=O)N(Cc2cn(Cc3ccco3)nn2)CCS(=O)(=O)N1Cc1ccc(-c2ccc(F)cc2)cc1 (stereo not given)
[32] COc1ccc(-c2cc(NC(C)=O)c3ncc(-c4ccc(OC)c(OC)c4)n3c2)cc1OC

entry no.	25	26	27	28	29	30	31	32
NCOA1 inh	-27	-8	-3	-55	4	-17	-4	-5
MC4R barr agon	-1.2	0.0	-3.9	-1.1	0.1	4.0	-1.8	15*
EBV LMP1 NFkB	7	-1	-8	-14	2	-11	-2	.
SRC3 inh	4	3	-5	-70	13	15	4	-19
NR2F2 inh	-10	0	-8	-13	3	-12	2	-13
LRH-1 inv ag	-26	19	4	-47	-17	-4	15	10
NCOA2 inhibitor	-40	1	-37	-44	-10	5	-6	-34
ABHD5 PLIN5 PPI	6	0	-1	9	4	-4	9	2
TLR9-MyD88 block	8	3	3	-1	-11	-11	-1	.
NOD2-RIPK2 inh	-3	-4	-9	-5	10	-13	1	9
MC4R antag cAMP	6	3	6	-6	8	1	1	11

[33] COc1ccc(OC)c(-c2nc(C(=O)NCCCN3CCOCC3)cc3c2[nH]c2ccccc23)c1
[34] COC(=O)c1ccc(COc2cccc(OC)c2)o1
[35] CCOc1ccccc1C(=O)OCC(=O)Nc1cccc(S(=O)(=O)N2CCCC2)c1
[36] COCCNC(=O)C(c1cccs1)N(C(=O)Cn1nnc2ccccc21)c1ccc2c(c1)OCO2 (stereo not given)
[37] CCOc1ccc(OCCOCCN2CCc3ccccc3C2)cc1
[38] Cc1c(Br)c([N+](=O)[O-])nn1CC(=O)NCc1ccco1
[39] COCCNC(=O)c1ccc(N2CC3CC(C2)c2cccc(=O)n2C3)c(NC(=O)c2ccccc2Cl)c1 (stereo not given)
[40] Cc1ccccc1NC(=O)CN1C(=O)NC(C)(CCc2ccccc2)C1=O (stereo not given)

entry no.	33	34	35	36	37	38	39	40
NCOA1 inh	2	-15	13	8	-1	-16	1	-38
MC4R barr agon	-1.7	-0.7	-1.1	3.1	-0.8	-3.2	-0.7	-0.6
EBV LMP1 NFkB	-29	0	-5	3	-1	-6	-5	-6
SRC3 inh	2	-17	-25	5	19	-4	-3	-4
NR2F2 inh	7	-5	-8	-5	2	9	-5	-9
LRH-1 inv ag	0	-52	4	-15	25	-8	-11	6
NCOA2 inhibitor	-10	0	-2	10	14	-5	-10	8
ABHD5 PLIN5 PPI	3	1	-3	-6	0	-1	10	-8
TLR9-MyD88 block	-5	-2	7	-8	-3	-3	-8	-3
NOD2-RIPK2 inh	-1	-2	9	-11	-6	0	-17	-4
MC4R antag cAMP	6	4	3	8	-6	-2	14	20

[41] O=C(CN1C(=O)C2C3c4ccccc4C(c4ccccc43)C2C1=O)Nc1cccc(C(=O)O)c1 (stereo not given)
[42] Cc1nc(C)c(C(=O)N(c2ccc(F)cc2)C(C(=O)NCC2CCCO2)c2ccccc2)s1 (stereo not given)
[43] Nc1cc(N)cc(-c2nc3ccccc3o2)c1
[44] CC(=O)n1cc(/C=N/NC(N)=S)c2ccccc21
[45] CSC1=C(C#N)C(c2ccc(C(C)C)cc2)CC(=O)N1 (stereo not given)
[46] O=C(Nc1cccc(-c2cnc3ccccc3n2)c1)c1cccc(NC(=O)c2ccco2)c1
[47] COc1ccc(Cl)cc1NC(=O)/C=C\C(=O)O
[48] Cc1ccc(C(=O)Nc2nc3ccccc3n2CCN2CCCC2)cc1
[49] Cc1cccc(/C=N/NC(=O)Cn2nccc2C)n1
[50] NC(=O)c1c(NC(=S)Nc2ccc(F)cc2)sc2c1CCCC2
[51] O=C(COC(=O)C1=COCCO1)Nc1ncc(C(F)(F)F)cc1Cl

entry no.	41	42	43	44	45	46	47	48	49	50	51
NCOA1 inh	-39	5	-7	-12	-1	13	1	-89	5	-5	-1
MC4R barr agon	-1.4	-1.2	1.4	-1.4	-1.3	35*	-1.8	-1.3	-3.3	-1.8	1.7
EBV LMP1 NFkB	-3	8	-4	-4	-7	-45	2	7	-11	-10	0
SRC3 inh	18	13	-1	2	-7	13	4	-81	2	-7	-1
NR2F2 inh	13	2	-14	-19	-3	-44	10	-34	-2	3	6
LRH-1 inv ag	9	-4	13	16	-2	-140	-1	-95	16	-6	1
NCOA2 inhibitor	17	-8	-38	15	-16	-15	-17	-63	1	-10	-4
ABHD5 PLIN5 PPI	4	-7	3	-4	5	15	2	6	1	-16	-2
TLR9-MyD88 block	-2	-7	7	8	-1	9	3	-2	1	-7	-1
NOD2-RIPK2 inh	-8	2	17	-7	-9	-2	2	4	-5	-5	2
MC4R antag cAMP	4	9	-3	-2	1	-1	-7	4	-6	1	18

# Single records, from the list above:
# Shown for O=C(Nc1cccc(-c2cnc3ccccc3n2)c1)c1cccc(NC(=O)c2ccco2)c1 = NCOA1 inh: 13; MC4R barr agon: 35*; EBV LMP1 NFkB: -45; SRC3 inh: 13; NR2F2 inh: -44; LRH-1 inv ag: -140; NCOA2 inhibitor: -15; ABHD5 PLIN5 PPI: 15; TLR9-MyD88 block: 9; NOD2-RIPK2 inh: -2; MC4R antag cAMP: -1
# Shown for O=C(CN1C(=O)C2C3c4ccccc4C(c4ccccc43)C2C1=O)Nc1cccc(C(=O)O)c1 (stereo not given) = NCOA1 inh: -39; MC4R barr agon: -1.4; EBV LMP1 NFkB: -3; SRC3 inh: 18; NR2F2 inh: 13; LRH-1 inv ag: 9; NCOA2 inhibitor: 17; ABHD5 PLIN5 PPI: 4; TLR9-MyD88 block: -2; NOD2-RIPK2 inh: -8; MC4R antag cAMP: 4
